Screens: PubChem BioAssay, several laboratories
ABCB6 inh 2: ABCB6 transporter inhibitors, primary screen, K562-ABCB6 cells, flow cytometry, MLPCN library. fluorescence ratio to DMSO, % at 10 µM. K562-ABCB6 porphyrin accumulation, 1 h; stronger effect = lower value. AID 602162, 2011. ATP-binding cassette sub-family B member 6 (Homo sapiens), Q9NP58. 360,000 tested, 0.19% active;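 active means fluorescence ratio to DMSO below 75%, the collection mean minus 3 SD; inconclusive means too few cells collected in the well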;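 further: signal is porphyrin accumulated inside mitochondria; 100% equals median channel fluorescence of DMSO control wells; lower ratio means ABCB6 inhibition with less porphyrin fluorescence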
Granule exo inh: LAMP-1 surface exposure blockers, TALL-104 cells – cell-based, flow cytometry, MLPCN library, primary screen; TALL-104 LAMP-1 surface exposure; cells stimulated with thapsigargin and PMA; inhibition, % at 10 µM; 360,000 tested, 0.66% active;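 active means inhibition above about 55%, limit read from the data; inconclusive means no clear call, values can overlap the other calls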
Vif imaging: HIV Vif self-association inhibitors, primary screen, imaging, HEK293T, single point; inhibition, % at 7.49 µM; AID 602346, 2012; 340,000 tested, 0.35% active; HEK293T cells, Vif self-association by quenched fluorescence, 24 h; in the data active means inhibition above about 50%, passing the limit was not always enough; inconclusive means no clear call, values can overlap the other calls; inactive means below about 31%; further: some results filed as inactive read as strong as hits
aDG glyco act: activators of alpha-DG glycosylation, primary screen, uHTS, Pro5-aDG cells, AlphaScreen. alpha-DG glycosylation AlphaScreen (IIH6); 0% Pro5, 100% B10-LARGE cell signal. activation, % at 10 µM. 360,000 tested, 0.22% active. AID 624168, 2012;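 active means activation of at least 8% versus controls, or a plate z-score of at least 8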;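 further: Pro5 are CHO cells carrying HIG-tagged alpha-DG that lacks glycosylation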
N-glyco inh: increase of ERlucT glycosylation luciferase signal, primary screen, N-linked glycosylation inhibitor project, D54 ERlucT cells, luminescence, set 2 | D54 ERlucT glycosylation luciferase reporter, 24 h; percent of 100 nM tunicamycin response | 360,000 tested, 0.23% active | AID 588692, 2011 | reporter increase, % at 12.5 µM;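 active means mean luciferase reporter signal, scaled so untreated is 0 and the glycosylation-blocking control 100, at or above a set limit in every replicate; inconclusive means mean reaches the limit but not every replicate does; inactive means mean below the limit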;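 further: luciferase carries N-glycosylation sites so blocking glycosylation raises the light; 0% = median of neutral control wells and 100% = median of 100 nM tunicamycin wells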
NOD2 RIPK2 PPI: NOD2-RIPK2 binding disruptors in cells, primary screen, fluorescence, CHO cells, BLA complementation; CCF4 ratio; inhibition, % at 4.98 µM; 360,000 tested, 0.38% active; Receptor-interacting serine/threonine-protein kinase 2 (Homo sapiens), O43353; in the data active means inhibition above about 21%;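 further: 0% = vehicle only and 100% = reference blocker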
Target sequence (O43353 whole entry, looked up): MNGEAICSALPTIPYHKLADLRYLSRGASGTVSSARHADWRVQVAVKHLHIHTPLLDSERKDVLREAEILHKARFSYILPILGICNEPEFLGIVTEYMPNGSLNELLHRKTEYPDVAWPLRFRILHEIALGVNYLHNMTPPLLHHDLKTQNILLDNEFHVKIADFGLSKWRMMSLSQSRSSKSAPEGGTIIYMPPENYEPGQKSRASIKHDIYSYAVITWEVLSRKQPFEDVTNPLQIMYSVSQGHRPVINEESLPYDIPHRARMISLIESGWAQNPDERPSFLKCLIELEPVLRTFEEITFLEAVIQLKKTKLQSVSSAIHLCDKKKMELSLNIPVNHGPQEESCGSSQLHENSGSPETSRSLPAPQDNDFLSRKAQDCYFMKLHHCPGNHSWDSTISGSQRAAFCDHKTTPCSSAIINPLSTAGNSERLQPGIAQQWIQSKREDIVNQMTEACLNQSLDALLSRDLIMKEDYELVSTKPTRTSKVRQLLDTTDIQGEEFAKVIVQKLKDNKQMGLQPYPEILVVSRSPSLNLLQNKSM
MC4R antag cAMP: MC4R antagonists of cAMP signaling, primary screen, cell-based, TR-FRET, antagonist arm of biased-ligand search; Melanocortin receptor 4 (Homo sapiens), P32245; MC4R-expressing cells, MTII-stimulated cAMP, LANCE TR-FRET; inhibition, % at 6.5 µM; 360,000 tested, 0.48% active;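 active means inhibition above its plate's cutoff, the mean of tested wells on that plate plus 3 SD, cut at about 29% in these data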;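 further: 0% = Melanotan II alone and 100% = Melanotan II plus saturating MCL0020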
Target sequence (P32245 whole entry, looked up): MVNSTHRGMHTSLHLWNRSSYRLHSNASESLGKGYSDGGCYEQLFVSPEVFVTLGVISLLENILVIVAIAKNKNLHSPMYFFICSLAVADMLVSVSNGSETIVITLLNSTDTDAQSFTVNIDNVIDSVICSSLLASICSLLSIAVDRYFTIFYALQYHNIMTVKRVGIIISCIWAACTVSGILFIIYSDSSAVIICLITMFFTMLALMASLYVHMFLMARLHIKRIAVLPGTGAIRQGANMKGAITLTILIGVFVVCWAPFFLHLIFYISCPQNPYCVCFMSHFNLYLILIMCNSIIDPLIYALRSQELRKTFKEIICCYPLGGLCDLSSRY
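Material: U2OS-MC4R stable cell line | Reagent: Melanotan II challenge after compound preincubation | Doses: One concentration, 6.5 µM nominal | Incubation: 30-min compound preincubation, 1-h Melanotan II challenge, 1-h detection, room temperature | Signal: TR-FRET cAMP assay | Replicates: One well per compound, no replicates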
TLR9-MyD88 inh: inhibitors of TLR9-MyD88 association in cells, primary screen, cell-based, CHO, BLA complementation, fluorescence; CCF4 FRET ratio; inhibition, % at 4.98 µM; 340,000 tested, 0.21% active; AID 504734, 2011;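 active means inhibition above the mean over all tested compounds plus 3 SD, cut at about 21% in these data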;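 further: 0% = DMSO only wells and 100% = clavulanate BLA inhibitor control wells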
MC4R barr agon: MC4R agonists recruiting beta-arrestin, primary screen, cell-based, luminescence, agonist arm of biased-ligand search; U2OS MC4R beta-arrestin complementation; percent of melanotan II response, DMSO zero; activation, % at 8.9 µM; 360,000 tested, 0.98% active; AID 540308, 2011;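 active means activation above a per-plate cutoff, the mean activation of sample wells on that plate plus 3 SD, cut at about 8% in these data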
ABHD5 PLIN5 PPI: ABHD5-PLIN5 interaction inhibitors, primary screen, cell lysate, split luciferase complementation, luminescence | Perilipin-5 (Homo sapiens) + 1-acylglycerol-3-phosphate O-acyltransferase ABHD5 (Homo … | Split G. princeps luciferase complementation, 4 h | inhibition, % at 4 µM | 360,000 tested, 0.78% active;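 active means inhibition above the mean inhibition across every tested compound plus 3 SD, cut at about 22% in these data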;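 further: 0% = DMSO only wells and the 100% control is not disclosed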
Numbers without * were called inactive; ? = inconclusive; / = no result given. The list is partial, so the mix of outcomes need not match the whole.

Every second line gives: ABCB6 inh 2, Granule exo inh, Vif imaging, aDG glyco act, N-glyco inh, NOD2 RIPK2 PPI, MC4R antag cAMP, TLR9-MyD88 inh, MC4R barr agon, ABHD5 PLIN5 PPI
1: COc1ccc(NC(=O)CN2C(=O)C3CC=CCC3C2=O)cc1Cl (configuration not stated)
 : 105, -5, -5, -0.2, 2, 8, 5, 1, -0.8, -1
2: COc1ccc(/C=C/C(=O)Nc2cc(C)nn2-c2nc3ccccc3n2Cc2cccc([N+](=O)[O-])c2)cc1
 : 103, 2, 0, -0.5, -1, -9, -2, -12, 8.6*, -4
3: O=C(Nc1ccccc1)c1ccc[nH]1
 : 105, 2, 9, -0.2, 0, 5, 2, -4, 0.3, -2
4: Cc1ccc(S(=O)(=O)NCC(C)n2nc(C)cc2C)cc1 (configuration not stated)
 : 100, 1, -8, 0.0, -2, -2, 10, -8, -1.5, -1
5: Cc1c2c(nc3c(C(=O)NC4CCCC4)cnn13)CCCC2
 : 90, -2, 1, 0.2, 3, -5, -4, -4, 0.0, 3
6: O=C(COc1ccccc1)Nc1nnc(C23CC4CC(CC(C4)C2)C3)s1
 : 94, -4, -2, -0.1, -2, 1, 9, 5, -0.2, 1
7: CCOc1ccc(OCC)c(NC(=O)c2nnn(CC(=O)Nc3cc(C)cc(C)c3)c2N)c1
 : 92, -3, -6, 5.1, ?, 2, 0, -3, 42*, 0
8: Cc1cccc(N2CCN(CC(=O)NCc3ccc(Cl)cc3)CC2)c1C
 : 100, 52, -5, 0.3, -2, 0, 6, 3, 3.5, -4
9: O=C(Nc1ccccn1)c1ccc2c(=O)n3c(nc2c1)CCCCC3
 : 100, 4, -1, 0.0, -11, -7, 0, 3, -1.5, 0
10: Cc1cc(C)cc(NC(=O)Nc2cc(S(=O)(=O)N(C)C)ccc2C)c1
 : 93, -9, -9, 1.0, -4, -9, 6, /, -1.2, -1
11: Cc1ccc(NC(=O)c2ccco2)nc1
 : 99, 7, 7, -0.1, -9, -10, 6, -7, -1.1, 12
12: OC(COc1ccccc1Br)CN1CCNCC1 (configuration not stated)
 : 114, -3, 1, 0.1, 2, -4, -3, 12, 1.9, 3
13: CSCCC(NC(=O)c1ccco1)C(=O)Nc1cc(C)ccn1 (configuration not stated)
 : 95, 7, 8, 0.0, -3, -5, 14, 11, -2.5, 0
14: CCn1cc(Cl)c(C(=O)Nc2ccc3c(c2)OCCO3)n1
 : 96, -1, 0, 0.0, -8, 9, 5, 2, -2.3, -3
15: COCCC(=O)N1CCC(Oc2ccc(C(=O)N3C[C@@H](C)O[C@@H](C)C3)cc2)CC1
 : 97, -2, 0, -0.5, 0, -2, 6, -7, -4.9, -4

An excerpt from above in order of their number in MC4R barr agon, rising:
Every second line gives: ABCB6 inh 2, Granule exo inh, Vif imaging, aDG glyco act, N-glyco inh, NOD2 RIPK2 PPI, MC4R antag cAMP, TLR9-MyD88 inh, MC4R barr agon, ABHD5 PLIN5 PPI
10: Cc1cc(C)cc(NC(=O)Nc2cc(S(=O)(=O)N(C)C)ccc2C)c1
 : 93, -9, -9, 1.0, -4, -9, 6, /, -1.2, -1
3: O=C(Nc1ccccc1)c1ccc[nH]1
 : 105, 2, 9, -0.2, 0, 5, 2, -4, 0.3, -2
2: COc1ccc(/C=C/C(=O)Nc2cc(C)nn2-c2nc3ccccc3n2Cc2cccc([N+](=O)[O-])c2)cc1
 : 103, 2, 0, -0.5, -1, -9, -2, -12, 8.6*, -4

Next part.
Every second line gives: ABCB6 inh 2, Granule exo inh, Vif imaging, aDG glyco act, N-glyco inh, NOD2 RIPK2 PPI, MC4R antag cAMP, TLR9-MyD88 inh, MC4R barr agon, ABHD5 PLIN5 PPI
16: O=C1CC(NCc2ccc(F)cc2)C(=O)N1c1ccccc1 (configuration not stated)
 : 94, -6, 17, 0.1, 3, -4, 3, -1, -1.4, 5
17: O=C(NNC(=O)c1cc(Br)c(Br)s1)c1csc(N2CCOCC2)n1
 : 105, 8, 7, 0.1, 0, -3, 0, -15, 1.0, 7
18: CC(C)c1ccccc1NC(=O)COC(=O)Cc1ccsc1
 : 104, -1, 1, -0.1, 2, -6, 0, -5, -1.3, -3
19: COc1ccc(C(=O)c2c3ccccc3[n+]([O-])n2Cc2ccc(C(N)=O)cc2)cc1
 : 96, 10, /, -0.2, 4, 3, -3, -1, 0.7, -4
20: O=C1NC[C@H](CCCCN2C[C@H](Cc3ccccc3)N(CCc3ccccc3)C(=O)C2=O)N(CC2CCCCC2)C1=O
 : 100, -5, /, 0.0, /, -3, /, /, /, -3
21: CCCCc1nc(SCCN2CCOCC2)c2c(=O)n(C)c(=O)n(C)c2n1
 : 94, -4, 5, -0.6, 1, -7, 6, 7, 3.0, 6
22: CCCCCCCCN1C(=O)[C@H](CC(=O)NCCCOC)C[C@@]2(C(=O)OC)CC(C)(C)CC=C12
 : /, 1, /, 0.1, /, 10, /, /, /, 7
23: Cc1cc(=O)oc2c(CN3CCCC3)c(O)c(Cl)cc12
 : 94, -5, 13, -0.2, 1, -5, 7, -13, -0.7, 11
24: COc1ccc(/C=N/NC(=O)c2cc(-c3ccc4c(c3)OCO4)n[nH]2)cc1OC
 : 101, 4, 2, -0.2, 14, -1, 2, 5, 3.5, 1
25: Cc1cc(C)nc(N/N=C/c2cccc3ccccc23)n1
 : 98, 1, -5, 0.2, 3, -2, 5, 2, 1.2, 4
26: CC(C)CC(=O)Nc1ccc(Oc2ccc(NC(=O)CC(C)C)cc2)cc1
 : 94, -4, /, 0.0, /, 1, 1, -14, 7.4, 0
27: c1ccc2[nH]c(SCc3cn4cccnc4n3)nc2c1
 : 97, 0, -1, -0.4, 1, -7, -3, 0, -1.6, 2
28: COC(=O)c1ccc(Sc2ccc(Cl)cc2)c(N)c1
 : 101, 1, 15, -0.1, -2, -16, -6, 5, 0.1, -14
29: CCOC(=O)N1CCN(S(=O)(=O)c2ccc(F)cc2)CC1
 : 97, 1, 8, 0.0, 1, 4, 6, -1, 0.4, 8
30: O=C(CN1c2cccc3cccc(c23)S1(=O)=O)Nc1ccc(S(=O)(=O)N2CCOCC2)cc1
 : 82, -1, -4, -0.4, -1, -10, 5, 7, -3.5, -9

Continuation.
| cpd | SMILES | ABCB6 inh 2 | Granule exo inh | Vif imaging | aDG glyco act | N-glyco inh | NOD2 RIPK2 PPI | MC4R antag cAMP | TLR9-MyD88 inh | MC4R barr agon | ABHD5 PLIN5 PPI |
| --- | --- | --- | --- | --- | --- | --- | --- | --- | --- | --- | --- |
| 31 | Cc1ccccc1OCC(=O)Nc1ccccc1C(=O)N1CCCCC1 | 95 | -2 | -8 | 0.1 | -2 | -1 | 0 | -6 | -2.9 | 0 |
| 32 | Cc1ccc(OCCCCN2CCC(C)CC2)cc1 | 107 | 18 | 19 | 0.2 | -2 | -4 | 15 | -1 | 0.1 | 3 |
| 33 | COc1cc2c(cc1OC)C(CNC(=O)C=Cc1cc(OC)c(OC)c(OC)c1)C2 (configuration not stated) | 97 | 4 | -9 | 0.1 | 6 | -3 | -11 | -4 | -1.2 | 0 |
| 34 | CCOC(=O)N1CCN(C(=O)Nc2ccc3nc(C)sc3c2)CC1 | 94 | -3 | 10 | 0.9 | 0 | -5 | 0 | 6 | -0.1 | 3 |
| 35 | O=C(O)c1ccc(F)c(S(=O)(=O)Nc2ccccc2)c1 | 102 | -5 | -2 | -0.2 | 4 | -12 | 1 | 16 | -2.6 | 0 |
| 36 | CCc1ccc(NS(=O)(=O)c2ccc(C)c(C(=O)N3CCOCC3)c2)cc1 | 93 | 1 | -9 | -0.2 | 0 | -3 | 12 | -5 | -0.9 | -5 |
| 37 | C(=N\Nc1nc2ccccc2[nH]1)/c1cccc2cccnc12 | 89 | 53 | -2 | 0.1 | -12 | -5 | -4 | -9 | 0.9 | -3 |
| 38 | CC(CC(=O)Nc1cccnc1)c1ccccc1 (configuration not stated) | 99 | -1 | -2 | -0.1 | 1 | -10 | 2 | 3 | -1.2 | -1 |
| 39 | COc1nc(N)c(S(=O)(=O)c2ccccc2)cc1C#N | 106 | 2 | -4 | 0.0 | -1 | -4 | -2 | 0 | 0.0 | -2 |
| 40 | COc1ccc(-c2csc(NC(=O)C3CSC4(C)CCC(=O)N34)n2)cc1 (configuration not stated) | 108 | -6 | 8 | -0.1 | 0 | -7 | 6 | -5 | 0.4 | -1 |
| 41 | C[C@H](NC(=O)[C@@H]1Cc2ccccc2CN1)C(=O)NC1CCCC1 | 98 | -4 | 2 | 0.0 | -1 | -1 | 8 | -2 | 0.3 | -2 |
| 42 | Cc1cc(C)nc(Nc2ncc(O)n2-c2ccc(C)c(C)c2)n1 | 100 | 6 | 12 | -0.2 | 3 | 1 | -1 | 2 | -0.6 | 5 |
| 43 | COCCSc1nnc(NC(=O)c2cc(OC)c(OC)cc2[N+](=O)[O-])s1 | 90 | 1 | -11 | -0.3 | 1 | -10 | 10 | 12 | 0.4 | -5 |
| 44 | CN(C)/C=C(\c1cnc(Cl)s1)S(=O)(=O)c1ccccc1 | 95 | 0 | 3 | 0.0 | 3 | 8 | -4 | -10 | -4.5 | -5 |
| 45 | CCCCn1c(SCC(=O)N2CCOCC2)nnc1-c1cccs1 | 103 | -1 | -3 | 0.5 | 0 | 6 | 2 | 6 | -0.8 | -2 |
| 46 | Cc1cccc(C)c1OCCOC(=O)c1cccc(S(=O)(=O)N2CCOCC2)c1 | 71* | -2 | -4 | -0.1 | -4 | -9 | 0 | -1 | 0.6 | -6 |
| 47 | CCOc1ccc2nc(NC(=O)CN3CCOCC3)sc2c1 | 92 | 5 | 0 | 0.0 | 1 | 3 | 2 | -8 | -0.6 | 5 |
| 48 | O=C1CC(c2ccccc2)CN1C(=O)c1cccc([N+](=O)[O-])c1 (configuration not stated) | 100 | -2 | -4 | 0.0 | 1 | 0 | 0 | 4 | -0.7 | 1 |
